mcGAS RapidFire: mouse cGAS inhibition by mass spec | Q8C6L5 | recombinant mouse cGAS, cGAMP by RapidFire MS | inhibition, % at 12.5 µM | hit rate 0.18% among 130,000 | AID 1259397;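 active means inhibition of cGAS enzyme activity at or above 60%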;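 further: enzyme stimulated by 45 bp dsDNA with ATP and GTP substrates; cGAMP share of summed cGAMP plus half ATP and half GTP signals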
Target sequence (Q8C6L5 whole entry, looked up): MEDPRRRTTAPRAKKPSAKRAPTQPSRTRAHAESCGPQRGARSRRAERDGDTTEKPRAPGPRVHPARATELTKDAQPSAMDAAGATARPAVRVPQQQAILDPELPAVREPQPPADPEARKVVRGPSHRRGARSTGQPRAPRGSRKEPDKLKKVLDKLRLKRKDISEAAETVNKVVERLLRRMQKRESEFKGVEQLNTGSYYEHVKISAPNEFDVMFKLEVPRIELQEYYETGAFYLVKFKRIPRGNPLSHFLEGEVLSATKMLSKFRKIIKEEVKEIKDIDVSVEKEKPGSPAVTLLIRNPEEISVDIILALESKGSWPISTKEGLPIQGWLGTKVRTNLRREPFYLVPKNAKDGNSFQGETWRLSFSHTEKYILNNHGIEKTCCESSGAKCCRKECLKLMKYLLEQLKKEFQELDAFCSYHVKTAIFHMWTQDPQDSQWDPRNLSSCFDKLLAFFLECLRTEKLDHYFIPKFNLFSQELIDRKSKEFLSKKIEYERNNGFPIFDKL
An asterisk follows results filed as active; & = joins results of further samples.

Screening COc1ccc(NC(=O)CCCCl)cc1S(=O)(=O)N1CCOCC1 returned mcGAS RapidFire -6.7.
CC(=O)Nc1ccc(NC(=O)c2c3c(nn2C2CCS(=O)(=O)C2)CCC3)cc1 (stereo not drawn) was read as mcGAS RapidFire -8.3.
Screening COCC(=O)Nc1ccc(Oc2cc(Cl)c(Cl)cc2Cl)cc1 returned mcGAS RapidFire -2.3.
CCOCC(=O)N1CCN(C(=O)COCC)C2(CCCCC2)C1 was read as mcGAS RapidFire 8.7.
`Fc1ccccc1-c1cnnc(NCCCN2CCOCC2)n1` gave mcGAS RapidFire -3.7.
For CC1=C(C)CC2C(C1)CC([n+]1ccccc1)C2I (stereo not drawn) the results were mcGAS RapidFire -27.9.
`Cc1ccc(S(=O)(=O)n2nc(C)c(S(=O)(=O)N3CCC(C)CC3)c2C)cc1` gave mcGAS RapidFire -1.9.
`CNc1cc(-c2cc(OC)c(OC)c(OC)c2)ncn1` gave mcGAS RapidFire -6.0.
Screening CCOC(=O)N1CCN(Cc2nc3c(c(=O)n(C)c(=O)n3C)n2Cc2ccccc2Cl)CC1 returned mcGAS RapidFire 2.7.
CC(C)CCn1c(CN(C)Cc2ccccc2)nc2c1c(=O)n(C)c(=O)n2C was read as mcGAS RapidFire 0.4.
For COc1ccc(C(C2Sc3nc(C)nn3C2=O)N2CCC3(CC2)OCCO3)cc1 (stereo not drawn) the results were mcGAS RapidFire -3.0.
Screening CCOC(=O)c1sc(N)c(C#N)c1C returned mcGAS RapidFire -3.0.
`CC1(C(=O)NS(=O)(=O)c2ccccc2C(F)(F)F)CCN1C(=O)CC1CC1` (stereo not drawn) gave mcGAS RapidFire 3.0.
For CCOC(=O)C1CCN(c2nc3nonc3nc2N(C)C)CC1 the results were mcGAS RapidFire -4.7.
Screening CCOC(=O)Cn1c(-c2ccccc2)cn2c3c(=O)n(C)c(=O)n(C)c3nc12 returned mcGAS RapidFire -1.8.
`CSc1nc(SCC(N)=O)c2sc3c(c2n1)COC(C)(C)C3` gave mcGAS RapidFire 4.2.
Cc1sc2ncnc(N3Cc4cnc(CC(C)C)nc4C3)c2c1C was read as mcGAS RapidFire -0.7.
Screening COCCn1c(SCC(=O)N2CCCc3ccccc32)nc2c(c1=O)SC(C)C2 (stereo not drawn) returned mcGAS RapidFire -6.7.
Screening CC(=O)OCC1=C(C(=O)O)N2C(=O)C(NC(=O)Cc3ccccc3)C2SC1 (stereo not drawn) returned mcGAS RapidFire 8.8&13.0.
For O=S1(=O)CCC(S(=O)(=O)Oc2cccc3cccnc23)CC1 the results were mcGAS RapidFire 5.6.
Screening CCCCCCn1ncc(O)c(Cl)c1=O returned mcGAS RapidFire -31.0.
`Cc1cc(Br)c(S(=O)(=O)NCc2ccc3c(c2)OCO3)cc1C` gave mcGAS RapidFire -9.8.
Screening Cc1ccc(C(=O)N=c2sc(C)c(C)n2Cc2ccc(C(=O)O)o2)cc1 returned mcGAS RapidFire -3.0.
`Cc1cccc(-c2cccc(CNC(=O)c3ccc(=O)[nH]n3)c2)c1` gave mcGAS RapidFire -6.0.
`CC(C)n1cncc1CN1CCOC(C(F)(F)F)C1` (stereo not drawn) gave mcGAS RapidFire -21.7.
For COC(=O)C(OC(=O)C(C)NC(=O)C(C)(C)C)c1ccccc1 (stereo not drawn) the results were mcGAS RapidFire -2.6.
For O=C1CCC(c2ccc(Cl)cc2)=NN1c1ccc(F)cc1 the results were mcGAS RapidFire -5.0.
Screening Cc1noc(C)c1Cn1c(C)c(C(=O)NCc2cccs2)sc1=O returned mcGAS RapidFire 3.9.
CN(C(=O)CNc1ccccc1OC(F)(F)F)c1ccccc1 was read as mcGAS RapidFire -2.1.
Screening Nc1c(C(=O)CSc2ccc3ccccc3n2)c(=O)[nH]c(=O)n1C1CC1 returned mcGAS RapidFire 2.9.
For CN1CCC(NS(=O)(=O)Cc2ccc(Cl)c(Cl)c2)CC1 the results were mcGAS RapidFire 10.0.
COc1c(I)cc(I)c(OC)c1OC was read as mcGAS RapidFire -5.9.
Screening N#Cc1oc2ccccc2c1NC(=O)CSc1ccc2c(c1)CCC2 returned mcGAS RapidFire 2.1.
For O=C(NCc1ccccc1)c1nn(-c2ccc(F)cc2)c2c1CCC2 the results were mcGAS RapidFire 11.0.
Screening COc1ccccc1N=C1SC(C)C(=O)N1S(=O)(=O)c1ccccc1C (stereo not drawn) returned mcGAS RapidFire 18.9.
COc1cc(CNC(=O)CCCC/C=C\C(C)C)ccc1O was read as mcGAS RapidFire 7.3.
Screening O=C1OC(C(=O)N2CCc3ccccc32)Cc2ccccc21 (stereo not drawn) returned mcGAS RapidFire -7.2.
O=C(c1cccc(OC(F)F)c1)N1CCOC(COc2ccc(F)cc2)C1 (stereo not drawn) was read as mcGAS RapidFire -5.5.
`COC(=O)c1ccc(Nc2ncnc3c2nnn3C)cc1` gave mcGAS RapidFire -8.9.
Screening CCCCN1C(=O)C(=O)N(CC(=O)c2cc(C)n(C3CC3)c2C)C1=O returned mcGAS RapidFire -2.4.
O=C(c1cccs1)C1CCCN(Cc2nc(COc3ccccc3)no2)C1 (stereo not drawn) was read as mcGAS RapidFire -6.3&-0.5.
`COc1cccc(CCNC(=O)CCn2cc([N+](=O)[O-])nc2C)c1OC` gave mcGAS RapidFire -2.5.
`CCCN(Cc1ccccc1)C(=O)c1ccc(C(=O)OC)cn1` gave mcGAS RapidFire -2.6.
Screening COCc1cc(=O)n2[nH]c(-c3cccc(Br)c3)cc2n1 returned mcGAS RapidFire 3.6.
For O=C(CN1CCN(S(=O)(=O)c2ccc(F)cc2F)CC1)Nc1ccc(N2CCCC2)cc1 the results were mcGAS RapidFire -10.1.
Screening COc1ccc(S(=O)(=O)NC(=O)C2(C)CCN2C(=O)Cc2cc(F)ccc2F)cc1OC (stereo not drawn) returned mcGAS RapidFire -10.3.
For Cc1cc(C)n(-c2cccc(CN(C)C(=O)Cc3ccccc3O)c2)n1 the results were mcGAS RapidFire -1.1.
For c1cc2c(cc1-c1ccc3[nH]ncc3c1)OCCO2 the results were mcGAS RapidFire 12.4.
For COc1ccc(OC)c(CNC(=O)Nc2nc(C)n(C)n2)c1 the results were mcGAS RapidFire -37.6.
`CCOC(=O)c1sc2nc(C)nc(SC(C)C(N)=O)c2c1C` (stereo not drawn) gave mcGAS RapidFire 0.9.
`CCOC(=O)C1(C)CCCN1C(=O)c1cccc(OC)c1` (stereo not drawn) gave mcGAS RapidFire 1.8.
`Cc1ccc(OCCN(C)C(=O)c2ccc(Cn3nnnc3C)cc2)c(C)c1` gave mcGAS RapidFire -6.4.
For COc1ccc(-c2noc(CSc3nnc(-c4ccc5c(c4)OCO5)o3)n2)cc1OC the results were mcGAS RapidFire -2.6.
For Cc1ccccc1-n1ncc2c(C(C)C)nn(Cc3ccccc3F)c(=O)c21 the results were mcGAS RapidFire -9.5.
`C#CCN1CCCCC1C(=O)NN=C1N=NC(C)C(=O)N1` (stereo not drawn) gave mcGAS RapidFire -1.1.
`COC(=O)c1cc2n(n1)CCN(C(=O)c1nn3cc(C)cnc3c1Cl)C2` gave mcGAS RapidFire -17.2.
Screening COc1ccc(CCNC(=O)N2CCC(C(N)=O)CC2)c(OC)c1 returned mcGAS RapidFire -6.3.
`CC(C)C(C(=O)O)N1C(=O)C2C3c4ccccc4C(Br)(c4ccccc43)C2C1=O` (stereo not drawn) gave mcGAS RapidFire -10.1.
Screening O=C(Nc1ccccc1OC(F)F)C12CC3CC(CC(O)(C3)C1)C2 returned mcGAS RapidFire 0.8.
`CCCCC1C(=O)N(C)CCN1Cc1ccc(O)c(O)c1` (stereo not drawn) gave mcGAS RapidFire 26.9.

A portion from further up:
Screening COc1ccc(CCNC(=O)N2CCC(C(N)=O)CC2)c(OC)c1 returned mcGAS RapidFire -6.3.
`CC(C)C(C(=O)O)N1C(=O)C2C3c4ccccc4C(Br)(c4ccccc43)C2C1=O` (stereo not drawn) gave mcGAS RapidFire -10.1.
Screening O=C(Nc1ccccc1OC(F)F)C12CC3CC(CC(O)(C3)C1)C2 returned mcGAS RapidFire 0.8.
`CCCCC1C(=O)N(C)CCN1Cc1ccc(O)c(O)c1` (stereo not drawn) gave mcGAS RapidFire 26.9.

Back to the main list, starting 3 compounds before the break.
`CC(C)C(C(=O)O)N1C(=O)C2C3c4ccccc4C(Br)(c4ccccc43)C2C1=O` (stereo not drawn) gave mcGAS RapidFire -10.1.
Screening O=C(Nc1ccccc1OC(F)F)C12CC3CC(CC(O)(C3)C1)C2 returned mcGAS RapidFire 0.8.
`CCCCC1C(=O)N(C)CCN1Cc1ccc(O)c(O)c1` (stereo not drawn) gave mcGAS RapidFire 26.9.
Screening Cc1cc(C(=O)Nc2nnc(C3CC3)s2)c(C)n1C1CC1 returned mcGAS RapidFire -15.0.
Screening FC(F)(F)c1cc(-c2ccco2)nc(NCc2ccco2)n1 returned mcGAS RapidFire 9.6.
For CCOc1cc2c(C#N)c(N(CC(C)C)CC(C)C)nc(N)c2c(N)n1 the results were mcGAS RapidFire -5.3.
Screening Cc1ccc(CCn2cc(C3CC=CCC3)nn2)cc1C (stereo not drawn) returned mcGAS RapidFire 12.4.
`CCCCCNC(=O)N1CC2C3CCC(C3)C21` (stereo not drawn) gave mcGAS RapidFire -3.6.
CCCC1CC(=O)C2C(=Nc3nnnn3C2c2ccc(Cl)cc2)C1 (stereo not drawn) was read as mcGAS RapidFire 5.2.
CCC(CC)NC(=O)C1CCN(C2=NS(=O)(=O)c3ccccc32)CC1 was read as mcGAS RapidFire 0.9.
Screening CC1CN(c2ccc(/C=C(\C#N)c3nc4ccccc4s3)o2)CC(C)O1 (stereo not drawn) returned mcGAS RapidFire -8.2.
`Cc1ccc(F)cc1NC(=O)C(C)Oc1ccc(C#N)cc1` (stereo not drawn) gave mcGAS RapidFire -14.8.
For CS(=O)(=O)c1ccc(Nc2nc(C(=O)NCc3ccccn3)cs2)cc1 the results were mcGAS RapidFire -5.0.
Screening CC1(C(=O)NS(=O)(=O)c2ccc(C#N)cc2)CCN1C(=O)Cc1cccs1 (stereo not drawn) returned mcGAS RapidFire -9.4.
Screening Cc1cc(C=O)c(C)n1-c1ccc(F)cc1F returned mcGAS RapidFire -3.0.
For CCn1c(=O)c2c(nc3n(-c4ccc(F)cc4)c(C)cn23)n(C)c1=O the results were mcGAS RapidFire -4.5.
Screening CCCc1cc(=O)n(CC(=O)Nc2ccncc2)cn1 returned mcGAS RapidFire -6.7.
Screening O=C(CCc1cc(F)ccc1F)N1CCCC1c1ccc[nH]1 (stereo not drawn) returned mcGAS RapidFire -3.7.
CC(C)N(CCSc1ccc(NC(=O)c2ccco2)nn1)C(C)C was read as mcGAS RapidFire -3.0.
CCN(CC)S(=O)(=O)c1cccc(NC(=O)CSC(C)(C)C)c1 was read as mcGAS RapidFire -20.7.
Screening O=S(=O)(Nc1cc(F)ccc1F)c1ccc(Cl)cc1F returned mcGAS RapidFire 3.5.
For CC(N)CCc1cccn1C (stereo not drawn) the results were mcGAS RapidFire -7.7.
Screening Fc1cccc(Cl)c1C(CNCc1cccs1)N1CCCC1 (stereo not drawn) returned mcGAS RapidFire -52.9.
`Cc1nn(-c2ccccc2)c(Cl)c1C(=O)OC(C)c1ccn[nH]1` (stereo not drawn) gave mcGAS RapidFire -5.5.
For Cc1ccc(S(=O)(=O)Nc2cc(C(C)C)no2)s1 the results were mcGAS RapidFire -7.3.
For COc1ccc(OC)c(C=CC(=O)N2CCCC2c2ccc(OC)cc2OC)c1 (stereo not drawn) the results were mcGAS RapidFire -3.8.
For COc1ccc(NC2=NS(=O)(=O)c3ccccc32)cc1 the results were mcGAS RapidFire 0.9.
Screening Cc1nc2n(n1)C(=O)C(C(c1ccccc1)N1CCCC(C)C1)S2 (stereo not drawn) returned mcGAS RapidFire -3.5.
`COc1cc(Cn2nc(C)c3cnn(-c4ccccc4)c3c2=O)cc(OC)c1` gave mcGAS RapidFire -6.7.
Screening CC1=Nc2ccccc2NC(=O)C1Sc1nc2ccccc2s1 (stereo not drawn) returned mcGAS RapidFire -8.9.
For CC1CN(Cc2ccccc2CNC(=O)c2ccccn2)CC(C)O1 (stereo not drawn) the results were mcGAS RapidFire -12.3.
Screening CCc1ccc(S(=O)(=O)NCCCn2nc(-c3ccccc3)ccc2=O)s1 returned mcGAS RapidFire 5.4.
Screening Cc1cc(C)cc(-n2cc[nH]c2=S)c1 returned mcGAS RapidFire -0.4.

Reprinted from the part before: 4 entries, then new ones.
Screening CC1=Nc2ccccc2NC(=O)C1Sc1nc2ccccc2s1 (stereo not drawn) returned mcGAS RapidFire -8.9.
For CC1CN(Cc2ccccc2CNC(=O)c2ccccn2)CC(C)O1 (stereo not drawn) the results were mcGAS RapidFire -12.3.
Screening CCc1ccc(S(=O)(=O)NCCCn2nc(-c3ccccc3)ccc2=O)s1 returned mcGAS RapidFire 5.4.
Screening Cc1cc(C)cc(-n2cc[nH]c2=S)c1 returned mcGAS RapidFire -0.4.
N#Cc1cccc(C=C2N=C(c3ccccc3Br)OC2=O)c1 was read as mcGAS RapidFire -4.8.
Screening CCN(C(=S)NC(=O)C1CCCC1)C1CCCCC1 returned mcGAS RapidFire 3.3.
`c1ccc(COC2CCCN(Cc3ccncc3)C2)nc1` (stereo not drawn) gave mcGAS RapidFire -22.5.
Screening Cc1ccc(S(=O)(=O)c2nc(S(=O)CCO)sc2Cl)cc1 (stereo not drawn) returned mcGAS RapidFire -2.7.
COc1cccc(COC2CCCN(C(=O)CCc3ccccc3)C2)c1 (stereo not drawn) was read as mcGAS RapidFire -4.0.
`CN=c1scc(-c2ccc(OC(F)F)cc2)n1N=Cc1cc2c(cc1[N+](=O)[O-])OCO2` gave mcGAS RapidFire -30.7.
C=CCC(NCc1ccccc1)c1ccco1 (stereo not drawn) was read as mcGAS RapidFire 2.4.
For COc1ccc(CC(=O)Nc2c(C)nc3ccccn3c2=O)cc1OC the results were mcGAS RapidFire 14.4.
`CC(C)(C)n1cccc(/C=N\NC(N)=S)c1=S` gave mcGAS RapidFire 71.9*.
Screening Cc1noc(C)c1CNC(C(=O)NC(C)C)c1ccccc1 (stereo not drawn) returned mcGAS RapidFire -6.2.
`CCC(C(=O)Nc1c2c(nn1-c1ccc([N+](=O)[O-])cc1)CS(=O)(=O)C2)c1ccccc1` (stereo not drawn) gave mcGAS RapidFire -6.8.
Screening O=C(CN1C(=O)C2C3C=CC(CC3)C2C1=O)Nc1nccs1 (stereo not drawn) returned mcGAS RapidFire 11.1.

Some of the compounds tested. The share of hits here may be higher or lower than overall.
